Screening data as filed in PubChem BioAssay.
RGS4 inhibitor: blocks human RGS4-accelerated GTP hydrolysis. P49798. Transcreener GDP fluorescence polarization, RGS4-accelerated GTP hydrolysis. Potency, µM (series often up to 114 µM), inactives show at the highest dose activity change, negative = inhibition, usual class: inhibitors. hit rate 0.039% among 390,000. AID 504845; further: potency means the concentration at half of the fitted maximal effect; on the % scale 0 is the no-effect control and ±100 the full control effect; nearly all actives have a fitted effect of over 75% in size; some results filed as inactive show a strong effect at the top dose
Target sequence (P49798 whole entry, looked up): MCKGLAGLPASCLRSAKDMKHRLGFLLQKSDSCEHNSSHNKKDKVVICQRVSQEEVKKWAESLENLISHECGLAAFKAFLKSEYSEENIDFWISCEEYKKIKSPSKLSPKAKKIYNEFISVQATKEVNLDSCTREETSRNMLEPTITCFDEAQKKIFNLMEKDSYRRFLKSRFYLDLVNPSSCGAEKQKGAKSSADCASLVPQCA
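MLSMR compounds (23 nl, pin-transferred) preincubated 10 min at room temperature with a 500nM (2x) first reagent, then RGS4 at 900nM (2x) plus Transcreener GDP mix added; fluorescence polarization (620/688 nm) read before and after 90 min at 30 °C.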
GLS inh: blocks human kidney-isoform glutaminase activity; AID 624170; O94925; hit rate 0.21% among 410,000; Potency, µM (highest dose often 45.5 µM), for the others: top-dose activity change, negative = inhibition, most hits filed as inhibitors; GLS enzymatic activity, qHTS titration; further: potency means the concentration at half of the fitted maximal effect; on the % scale 0 is the no-effect control and ±100 the full control effect
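hKGA; 45 mM KH2PO4 pH 8.2 + 0.02% Tween-20; cpd via pin tool; 1 mM Gln soln; GluOx/HRP/Amplex Red; RT 30 min; fluor. t0 & final.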
G9a inh: blocks human histone lysine methyltransferase G9a. Q96KQ7. G9a H3K9 monomethylation, AlphaScreen, 2 h. Potency, µM (doses to about 102 µM), for inactives: at the top dose activity, negative = inhibition, actives largely listed as inhibitors. hit rate 8.8% among 350,000. AID 504332; further: potency means the concentration at half of the fitted maximal effect; on the % scale 0 is the no-effect control and ±100 the full control effect; nearly all actives have a fitted effect of over 75% in size
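G9a (20 nM) was preincubated 15 min with compound, then reacted 2 h at room temperature with 500 nM biotin-H3K9 peptide and 20 µM SAM. Monomethyl-H3K9 detected by AlphaScreen using anti-H3K9me1 antibody.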
BAZ2B inh: BAZ2B (human) inhibition | AlphaScreen BAZ2B-H3K14Ac peptide displacement | Potency, µM (doses to about 114 µM), for inactives: at the highest dose activity change, negative = inhibition, most hits filed as inhibitors | hit rate 4.4% among 360,000 | AID 504333; further: potency means the concentration at half of the fitted maximal effect; on the % scale 0 is the no-effect control and ±100 the full control effect; nearly all actives have a fitted effect of over 60% in size
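AlphaScreen luminescence quantifies BAZ2B engagement of H3K14Ac peptide; the protein and biotinylated peptide are both at 50 nM final, buffer PBS pH 7.4 with 0.01% Tween-20, all steps at room temperature.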
PI4K2A block: inhibitors of human PI4K2A; activity change, negative = inhibition, % at 76.9 µM; hit rate 0.13% among 420,000; Q9BTU6; purified PI4K2A, ADP-Glo luminescence, 1 h; stronger effect = lower value; in the data active means activity change below about -50%; inconclusive means mostly about -30% to -49%;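 further: -100% = wells without enzyme as full effect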
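Compounds are screened against recombinant PI4K2A using PI as substrate and ATP, the latter dispensed at 300 microM. Reactions run one hour at ambient temperature before ADP-Glo detection; full inhibition defined by wells lacking enzyme.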
ERG Ets-DNA blk: ERG Ets/DNA interaction inhibition. P11308. fluorescence polarization, His-ERG Ets domain / labelled DNA. Potency, µM (top dose mostly 76.9 µM), without a hit: at the top dose FP activity, negative = inhibition, actives largely listed as inhibitors. hit rate 0.028% among 370,000. AID 624246; active means well fitted inhibition curve with a large enough effect in the polarisation, with a control signal flat; inconclusive means small, poorly fitted or top-dose-only effect, or effect the other way, or a change in a side signal; inactive means no such curve, though single readings can be large or run the other way; the % refers to the polarisation;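 further: polarization taken with two DNA probes labelled with fluorescein and Texas red; potency means the concentration at half of the fitted maximal effect; % of control where 0% means no effect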
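His-tagged ERG Ets domain (1 uM in the protein solution; 300mM KCl, 50mM Tris-HCl, 1mM EDTA, 1mM DTT, pH 7.5) received compound, then a probe mix of 5 nM fluorescein-DNA and 100nM Texas-615-DNA. Fluorescence polarization was read for both dyes.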
HP1b binding inh: inhibitors of HP1-beta chromodomain binding to methylated histone tails. AlphaScreen HP1-beta / biotin-H3K9me3 peptide binding. hit rate 0.56% among 390,000. P83916. Potency, µM (titrated, usually from 114 µM), inactives show top-dose activity change, negative = inhibition, actives largely listed as inhibitors; further: potency means the concentration at half of the fitted maximal effect; nearly all actives have a fitted effect of over 70% in size; inactives centre near 23
Target sequence (P83916 whole entry, looked up): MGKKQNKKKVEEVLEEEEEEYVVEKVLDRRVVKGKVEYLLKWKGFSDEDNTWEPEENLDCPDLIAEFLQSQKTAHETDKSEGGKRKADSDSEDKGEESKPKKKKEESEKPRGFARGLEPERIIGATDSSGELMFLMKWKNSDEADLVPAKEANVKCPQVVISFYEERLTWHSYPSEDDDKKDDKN
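HP1-beta protein (50 nM final) preincubated 30 min at room temperature with biotinylated H3(1-18)K9me3 peptide (50 nM) in PBS pH 7.4, 0.01% Tween-20, then compound added for 30 min. AlphaScreen streptavidin donor/nickel chelate acceptor beads (10 ug/mL final), 30 min dark, luminescence read.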
JMJD2A Tudor inh: JMJD2A Tudor domain (human) inhibition; Potency, µM (doses to about 114 µM), inactives show at the highest dose activity change, negative = inhibition, hits mostly inhibitors; AlphaScreen JMJD2A-Tudor / H3K4me3 peptide binding; O75164; hit rate 4.4% among 390,000; further: potency means the concentration at half of the fitted maximal effect; on the % scale 0 is the no-effect control and ±100 the full control effect; nearly all actives have a fitted effect of over 50% in size
ALOX12 inh: inhibitors of human 12S-lipoxygenase ALOX12; purified 12hLO, xylenol orange hydroperoxide absorbance; Potency, µM (top dose mostly 108 µM), for inactives: at the highest dose activity change, negative = inhibition, most hits filed as inhibitors; hit rate 1.1% among 580,000; P18054; further: potency means the concentration at half of the fitted maximal effect; on the % scale 0 is the no-effect control and ±100 the full control effect
Target sequence (P18054 whole entry, looked up): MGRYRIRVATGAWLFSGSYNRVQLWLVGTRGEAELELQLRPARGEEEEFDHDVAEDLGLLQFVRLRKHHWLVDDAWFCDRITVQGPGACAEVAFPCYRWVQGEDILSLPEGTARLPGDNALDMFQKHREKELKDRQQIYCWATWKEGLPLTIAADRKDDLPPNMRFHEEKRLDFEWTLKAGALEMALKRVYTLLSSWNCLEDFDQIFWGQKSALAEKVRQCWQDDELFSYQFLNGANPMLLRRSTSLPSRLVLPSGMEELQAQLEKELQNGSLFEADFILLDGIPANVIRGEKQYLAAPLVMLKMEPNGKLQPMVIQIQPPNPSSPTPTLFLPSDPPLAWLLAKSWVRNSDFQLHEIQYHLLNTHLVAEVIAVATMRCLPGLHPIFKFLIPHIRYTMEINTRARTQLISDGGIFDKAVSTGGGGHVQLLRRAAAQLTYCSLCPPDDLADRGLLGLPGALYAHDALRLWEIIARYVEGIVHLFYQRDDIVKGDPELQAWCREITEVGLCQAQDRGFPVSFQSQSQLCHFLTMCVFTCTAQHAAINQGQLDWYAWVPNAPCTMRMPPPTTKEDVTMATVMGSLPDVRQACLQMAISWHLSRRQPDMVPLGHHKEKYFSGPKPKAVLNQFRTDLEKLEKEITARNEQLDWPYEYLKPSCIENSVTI
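Purified human 12hLO at 150 nM in 25 mM Hepes, 0.01% Triton X-100, pH 7.0, preincubated 15 min at room temperature with compound. Reaction started with 40 uM arachidonic acid, 30 min at room temperature. Hydroperoxide measured by Fe-xylenol orange, 573/405 nm absorbance ratio.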
* marks the source's active call; other numbers are inactive results; ? = inconclusive; / = not tested or not shown; & = joins results of further samples; [ ] = remark or other dose. Unless noted, the call rests on the fitted dose curve; in most records, active means well fitted curve in the direction sought with a large enough effect; inconclusive means small, poorly fitted or top-dose-only effect, or another doubt; inactive means no such curve, though single readings can be large; an effect the other way counts as inactive or inconclusive. These rows are one share of the data, so the mix of outcomes need not match the whole.

SMILES	RGS4 inhibitor	GLS inh	G9a inh	BAZ2B inh	PI4K2A block	ERG Ets-DNA blk	HP1b binding inh	JMJD2A Tudor inh	ALOX12 inh
O=C(NC1CCCCC1)N(Cc1ccccc1)Cc1ccco1	-13%	9%	-17%[59 µM]	-37%	4	-7%	20%	-9%	2%
CC(=O)NCCC1CCCCN1C(=O)c1cc(COc2cc(C)ccc2C)on1 (stereo unspecified)	3%	1%	23%	-8%	4	-4%	37%	-12%	-10%
N/C(=N/OC(=O)c1ccc(Cl)cc1)c1ncc([N+](=O)[O-])s1	-2%	-7%	/	-4%	-1	11%	48%[activator]	-9%	453%[activator]
CC(C)NC(=S)N1CCN(S(=O)(=O)c2cccc(C(F)(F)F)c2)CC1	-32%	-1%	13%[59 µM]	7%	-4	16%	44%[activator]	-12%	-23%
O=C1CCc2cc(S(=O)(=O)NC(Cc3ccccc3)C(=O)N3CCN(c4ccccn4)CC3)ccc2N1 (stereo unspecified)	17%[56.9 µM]	-15%	13%	?	4	-16%	27%	-13%	-6%
CN(C)S(=O)(=O)c1ccc(S(=O)(=O)N2CCCC2)cc1	16%	7%	27%[12.7 µM]	-5%	10	-1%	35%	-3%	0%
CN(C)/C=C1\N=C(c2cccs2)OC1=O	9%	1%	-13%	-3%	5	-2%	12%	-6%	28%
O=C(Nc1ccccc1Oc1ccccc1)c1ccc(Br)o1	21%	0%	9%[12.7 µM]	-31%	3	-3%	32%[activator]	55%[activator]	0%
CSc1nnc(C(C)(C)C)c(=O)n1/N=C/c1ccccc1O	10%[11.4 µM]	7%	25%[59 µM]	-10%	0	-5%	8%	-15%[11.4 µM]	45%[activator]
CSc1ccc(Cl)c(C(=O)Nc2ccc(Cl)cn2)c1	-11%	-2%	/	6%	-4	10%	56%[activator]	-2%	-7%
O=C1CN(C(=O)CSc2nnc3ccccn23)c2ccccc2N1	-12%	5%	-6%[59 µM]	1%	-5	0%	29%	16%	-6%
O=C1NC(=O)C(Nc2cccc3ccccc23)S1 (stereo unspecified)	-31%	11%	-6%[59 µM]	4%	-17	-1%	29%	-12%	-17%
OCCN(CCCn1c(C(F)(F)F)nc2ccccc21)c1nc(CN2CCCCC2)cs1	3%	1%	-10%	-10%	-2	-2%	40%[activator]	-13%	-2%
Cc1nc2ccc(C(=O)N(C)CC3CCCN(CCc4ccc(Cl)cc4)C3)cc2[nH]1 (stereo unspecified)	-11%	-12%	18%	-3%	6	-2%	25%	-4%	-26%
CCc1ccccc1N(C)S(=O)(=O)c1ccc(-c2cc(C)no2)s1	-16%	0%	114%[activator]	5%	-1	-3%	31%	2%	-12%
Cn1c(N)c(C(=O)COC(=O)/C=C/c2ccc(F)cc2)c(=O)n(C)c1=O	-10%	6%	-15%[2.33 µM]	11%	0	8%	27%	-13%	-15%
O=C(NCCOCCNC(=O)OCc1ccccc1)OCc1ccccc1	-16%	-3%	2%	22%	2	-12%	35%[activator]	5%[57.1 µM]	1%
O=C1C=C(NCc2ccc(Cl)cc2)CC(c2ccco2)C1 (stereo unspecified)	18%	4%	0%[59 µM]	50µM*	3	-3%	?	?	0%
CNC(C)C(=O)NC(C(=O)N1CCCC1C(=O)NNc1ccccc1)C(C)C (stereo unspecified)	-1%	25%	16%[2.33 µM]	?	1	8%	20%	?	?
O=C(NCc1ccccc1)C(c1ccccc1)N(C(=O)c1csnn1)c1ccccc1 (stereo unspecified)	21%	5%	-3%	-10%	0	-7%	2%	?	33%[activator]
Cc1cc(C(=O)CCC(=O)Nc2ccc(S(N)(=O)=O)cc2)c(C)s1	28%	2%	27%[12.7 µM]	9%	-5	9%	18%	-4%	62%[activator]
CC(=O)Nc1cc(Br)ccc1O	6%	-1%	33%[0.501 µM]	-11%	6	10%	14%	-7%	0%
COc1ccc(C2CCCN2C(=O)Nc2cccc(C(C)=O)c2)cc1OC (stereo unspecified)	-4%	5%	-6%[12.7 µM]	14%	0	1%	3%	-9%	402%[activator]
Cc1ccc(NC(=O)Cn2c(=O)n(CCc3ccccc3)c(=O)c3c4c(sc32)CCCC4)cc1C	-8%	2%	10%[59 µM]	-2%	2	-2%	4%	-18%	-2%
O=C(CCC1N=C2c3ccccc3N=C(SCc3ccccc3F)N2C1=O)NCc1ccccc1 (stereo unspecified)	-7%	25%	-2%[59 µM]	2%	-5	-4%	28%	-13%	-11%
O=C1C2C3C=CC(C4CC34)C2C(=O)N1c1nccs1 (stereo unspecified)	-14%	10%	23%[59 µM]	5%	-3	-2%	27%	-6%	17%
CCOc1ccc(CCNC(=O)COC(=O)c2ccc(S(C)(=O)=O)cc2)cc1OCC	-20%	-3%	-7%[2.33 µM]	2%	-3	-4%	36%	-14%	?
CC(COc1ccccc1)N1CCC(CO)(Cc2ccccc2)CC1 (stereo unspecified)	0%	9%	10%	4%	3	6%	25%	-18%	-19%
COc1ccc(/C=N\NC(=O)CCN2CCN(c3ccccc3)CC2)cc1OC	18%	34%[activator]	12%	0%	-2	3%	-11%	-18%	0%
CCN1CCN(C(=O)c2cc3c(OC)c(OC)c(OC)cc3[nH]2)CC1	-29%	0%	-5%	-2%	5	-16%	58%[activator]	-2%	0%&15%
Cc1cccc(C)c1OCc1cc(C(=O)NCC2CCCCC2)no1	-19%[56.9 µM]	-5%	-16%	-3%	3	14%	75%[activator]	-6%	0%
Cc1cc(C)n2nc(C(=O)N/N=C/c3ccc(O)cc3)nc2n1	-4%	15%	15%[12.7 µM]	-13%	-3	-9%	35%	-10%	-4%
O=C(NN1C(=O)c2ccccc2C1=O)c1ccccc1[N+](=O)[O-]	6%	-1%	-45%	3%	-11	-8%	29%	-8%	354%[activator]
COc1cccc(C=Nc2cc(C)cc(C)c2)c1O	-33%	10%	20%[59 µM]	-10%	-19	-3%	24%	0%[57.1 µM]	-16%
CC(C)OCCCNC(=O)Nc1cccc2ccccc12	-5%	3%	-6%[0.501 µM]	1%	-1	3%	19%	-1%	-4%
Cc1[nH]c2ccccc2c1-c1csc(N)n1	-41%	19%	79µM*	?	-5	13%	5%	-32%	-3%
CCN(CC)C(=O)c1sc(NC(=O)C(Sc2ccccc2)c2ccccc2)c(C(=O)OC(C)C)c1C (stereo unspecified)	-26%	-4%	-43%[59 µM]	-31%	2	-13%	37%	-19%	-1%
O=C(NC1CC1)C1=C[C@H](c2coc3ccccc3c2=O)C[C@H](OCCCCO)O1	-26%	-4%	/	/	0	0%	29%	-3%	7%
COc1ccc(-c2noc(CCC(=O)NCC3CCN(Cc4cccc(C)c4)CC3)n2)cc1	-2%[11.4 µM]	-13%	39%[12.7 µM]	2%	-3	-8%	27%	-13%[11.4 µM]	-29%
Cc1ccc(NC(=O)CSc2nc(-c3cccs3)cc(C(F)(F)F)n2)cc1C	-3%	-10%	28%[59 µM]	0%	0	3%	49%[activator]	4%	-19%
CC(C)(CNc1ccc([N+](=O)[O-])cc1Cl)CNS(C)(=O)=O	-16%	1%	25%[59 µM]	1%	1	2%	7%	-21%	-9%
Cc1ccc(S(=O)(=O)N2CCCCC2)cc1NC(=O)c1cnccn1	-11%	3%	-32%	11%	2	-2%	10%	-19%	7%
CN1C(=O)C(C)(C)c2cc(S(=O)(=O)N3CCC(C(=O)NCc4ccccc4Cl)CC3)ccc21	16%	-1%	-4%	-23%	6	-16%	33%	-11%	2%
CC(Oc1ccc(Br)cc1)C(=O)NCC(C)(C)N1CCOCC1 (stereo unspecified)	-2%	1%	-6%	-8%	1	14%	28%	-9%	7%
Cc1ccc(S(=O)(=O)c2c(Nc3cccc(Cl)c3)sc(C(=O)c3ccc4c(c3)OCO4)c2N)cc1	-25%	-8%	-12%[59 µM]	-15%	4	2%	26%[57 µM]	-25%	-25%
O=C(COC(=O)CCNS(=O)(=O)c1ccc(Cl)cc1)Nc1ccccc1OC(F)F	9%	-2%	1%	9%	0	-11%	24%	-3%	-18%
COc1ccc(C(=O)Nc2cccc(/C(C)=N\NC(=O)c3ccoc3C)c2)cc1OC	-6%	8%	/	?	-5	1%	33%	-31%	0%
Cc1c(N(C)S(=O)(=O)c2cccc(C(=O)NC(C)C)c2)c(=O)n(-c2ccccc2)n1C	-44%	-2%	32µM*	-2%	-10	-4%	6%	-23%	?
CCOc1ccc(C(=O)NNC(=O)CN2C(=O)NC3(CCCC3)C2=O)cc1	1%	17%	-9%[59 µM]	-1%	-3	-17%	31%	0%	10%
C=CCN1c2ccccc2[C@]23C[C@@H](C(=O)OC)N(C(=O)OCC)C2=NC(C(=O)OC)=C(C(=O)OC)[C@H]13	-2%	3%	/	/	-1	5%	40%[activator]	-19%	-28%
Cc1ccc(S(=O)(=O)/N=C(\CN2CCOCC2)N2CCOCC2)cc1	-23%	/	?	-4%	5	-1%	27%	1%	-1%
Cc1c(CN2CCN(CC(C)C)C(CCO)C2)[nH]c2ccc(Cl)cc12 (stereo unspecified)	-9%	3%	/	?	3	7%	30%	-21%	-10%
